Source: PubChem BioAssay
NCI-60 one-dose screen, 48 h, at 10 µM unless noted. Numbers give growth in % (100 = growth as untreated, 0 = no growth, -100 = all killed).
RPMI-8226: RPMI-8226 leukemia cells. 7.5% of 77,000 active. AID 1794781
MOLT-4: MOLT-4 leukemia cells; 6.9% of 80,000 active
CCRF-CEM: CCRF-CEM leukemia; 7% of 77,000 active
A549/ATCC: A549/ATCC NSCLC. 3.7% of 81,000 active
M14: M14 melanoma; 6.2% of 80,000 active; AID 1794745
HOP-62: HOP-62 NSCLC. 3.9% of 80,000 active. AID 1794735
EKVX: EKVX NSCLC | 3% of 71,000 active | AID 1794765
HOP-92: HOP-92 NSCLC cells. 6.3% of 71,000 active
Starred values were filed as active, the others as inactive. Rule for the calls: active = growth percent below 10; inactive = the rest.

`COc1ccc(C2CCCCC2=O)cc1` (configuration not stated) gave RPMI-8226 106.9, MOLT-4 97.9, CCRF-CEM 105.6, A549/ATCC 103.8, M14 108.5, HOP-62 95.5, EKVX 102.2 and HOP-92 98.9.
`CS(=O)(=O)c1ccc(-c2nc3ccccn3c2-c2nc3ccc(Cl)cc3[nH]2)cc1` gave RPMI-8226 86.1, MOLT-4 80.3, CCRF-CEM 98.3, A549/ATCC 95.9, M14 92.8, HOP-62 91.0, EKVX 87.6 and HOP-92 88.7.
For O=C(O)c1ccc(-n2c(=O)c3ccccc3c3ccccc3c2=O)cc1 the results were RPMI-8226 102.7, MOLT-4 92.8, CCRF-CEM 104.1, A549/ATCC 106.2, M14 117.5, HOP-62 101.8 and HOP-92 109.6.
Screening COc1cc(/C(Cl)=C/C=C/C(=O)c2c(C)[n+]([O-])c3ccc(Cl)cc3[n+]2[O-])cc(OC)c1OC returned RPMI-8226 19.0, MOLT-4 12.4, CCRF-CEM 8.0*, M14 43.4, HOP-62 7.2*, EKVX 89.3 and HOP-92 68.8.
`CCOP(=O)(O)Cc1c(Cl)c(Cl)c(CP(=O)(O)OCC)c(Cl)c1Cl` gave RPMI-8226 88.6, MOLT-4 85.9, CCRF-CEM 102.6, A549/ATCC 103.4, M14 108.0, HOP-62 100.5, EKVX 120.0 and HOP-92 105.4.
Screening Cc1cc(N(C)C)nc(SCc2ccc(F)cc2)n1 returned RPMI-8226 91.9, MOLT-4 91.9, CCRF-CEM 96.5, A549/ATCC 87.0, M14 104.2, HOP-62 89.0, EKVX 88.1 and HOP-92 71.0.
For COc1ccc(-c2cc(-c3c(C)oc4cc5occc5c(OC)c4c3=O)[nH]c(=O)c2C#N)cc1OC the results were RPMI-8226 106.4, MOLT-4 100.2, CCRF-CEM 100.2, A549/ATCC 101.5, M14 112.8, HOP-62 104.1, EKVX 114.9 and HOP-92 95.2.
For O=C(Nc1ccccc1)Nc1ccc(OCc2ccc(F)cc2)cc1 the results were RPMI-8226 101.1, MOLT-4 94.7, CCRF-CEM 94.0, A549/ATCC 91.7, M14 104.7, HOP-62 104.2, EKVX 104.4 and HOP-92 108.4.
Clc1ccc(/C=N/N=C/c2ccc(Cl)cc2Cl)c(Cl)c1 was read as RPMI-8226 107.9, MOLT-4 73.7, CCRF-CEM 102.9, A549/ATCC 88.2, M14 107.6, HOP-62 93.7, EKVX 103.0 and HOP-92 97.6.
COc1cc2oc(-c3cccc(C(=O)Nc4ccccc4)c3)cc(=O)c2c(OC)c1OC was read as RPMI-8226 40.6, MOLT-4 56.8, CCRF-CEM 64.9, A549/ATCC 83.3, M14 90.2, HOP-62 86.3, EKVX 90.8 and HOP-92 70.8.
COC1(OC)C2(Cl)C=C(c3ccccc3)C1(Cl)C(Cl)=C2Cl (configuration not stated) was read as RPMI-8226 92.4, MOLT-4 74.3, CCRF-CEM 91.0, A549/ATCC 99.8, M14 97.2, HOP-62 93.9 and HOP-92 77.7.
For CC[C@H](c1ccc(O)cc1)[C@@H](CC)c1ccc(F)cc1 the results were RPMI-8226 101.9, A549/ATCC 93.6, M14 98.1, HOP-62 112.9, EKVX 104.0 and HOP-92 81.0.
Screening CCNC(=O)OCCCl returned RPMI-8226 93.0, MOLT-4 99.3, A549/ATCC 101.4, M14 105.5, HOP-62 109.2 and HOP-92 99.3.
For COc1ccc(NC(=O)[C@@H](N)CO)cc1C(=O)Nc1cccc(C2CC(=O)c3c(cc(OC)c(OC)c3OC)O2)c1 (some centres not stated) the results were RPMI-8226 41.1, MOLT-4 29.4, CCRF-CEM 36.8, A549/ATCC 81.1, M14 85.2, HOP-62 84.3, EKVX 86.5 and HOP-92 82.9.
Screening COc1ccc(C2CC(c3cc(OC)c(OC)c(OC)c3)=NO2)cc1OCCCCOc1ccc(-n2c(/C=C/c3ccccc3)nc3ccccc3c2=O)cc1 (configuration not stated) returned RPMI-8226 130.5, MOLT-4 143.7, CCRF-CEM 176.4, A549/ATCC 118.3, M14 72.9, HOP-62 135.1, EKVX 90.4 and HOP-92 127.3.
O=C(/C=C(/C=C/c1ccc(OC(F)(F)F)cc1)OB(F)F)/C=C/c1ccc(OC(F)(F)F)cc1 was read as RPMI-8226 68.6, MOLT-4 91.4, CCRF-CEM 83.6, A549/ATCC 87.7, M14 93.7, HOP-62 106.0, EKVX 109.3 and HOP-92 87.7.
`O=C1CSC(=S)N1c1ccccc1` gave MOLT-4 100.7, CCRF-CEM 115.3, A549/ATCC 101.4, M14 97.1, HOP-62 92.9 and EKVX 97.6.
O=C(CC(=O)Nc1ccc(C(=O)O)cc1)Nc1ccc(C(=O)O)cc1 was read as RPMI-8226 101.6, MOLT-4 106.3, CCRF-CEM 96.0, A549/ATCC 71.6, M14 94.9, HOP-62 79.0, EKVX 101.0 and HOP-92 100.9.
Screening O=CN1N=C(c2ccc(Cl)cc2)CC1c1cn(Cc2ccc(Cl)cc2)c2ccccc12 (configuration not stated) returned RPMI-8226 63.3, MOLT-4 71.8, CCRF-CEM 74.3, A549/ATCC 72.2, M14 89.6, HOP-62 84.8, EKVX 62.5 and HOP-92 69.5.
For Oc1c(C(c2ccccc2)N2CCCCC2)ccc2ccccc12 (configuration not stated) the results were RPMI-8226 93.1, MOLT-4 98.7, CCRF-CEM 90.7, A549/ATCC 103.5, M14 99.2, HOP-62 102.2 and HOP-92 79.0.
Screening COc1ccc(C(=O)COc2ccc3c(c2)O/C(=C\c2cc(OC)c(OC)c(OC)c2)C3=O)cc1 returned RPMI-8226 99.9, MOLT-4 51.6, CCRF-CEM 95.0, A549/ATCC 101.8, M14 92.4, HOP-62 106.5, EKVX 117.6 and HOP-92 74.5.
For COc1ccc(/C(=N\NC(N)=S)c2ccc(Cl)cc2)cc1OC the results were RPMI-8226 45.6, MOLT-4 29.5, CCRF-CEM 25.6, A549/ATCC 42.4, M14 -4.4*, HOP-62 27.5, EKVX 50.8 and HOP-92 48.6.
Cn1c(-c2ccc(Br)cc2)c(O)c(=O)c2c(F)cccc21 was read as RPMI-8226 104.1, MOLT-4 99.0, CCRF-CEM 94.1, A549/ATCC 45.9, M14 50.6, HOP-62 34.0, EKVX 56.0 and HOP-92 137.0.
For CN(C)CCCOc1ccccc1NC1=C(Cl)C(=O)C(Nc2ccccc2OCCCN(C)C)=C(Cl)C1=O the results were RPMI-8226 -40.3*, MOLT-4 -33.8*, CCRF-CEM -16.5*, A549/ATCC -55.6*, M14 -68.8*, HOP-62 -96.9*, EKVX -82.0* and HOP-92 -57.1*.
Cc1[nH]cc[n+]1CC1CCC2C(C1=O)c1ccccc1N2C (configuration not stated) was read as RPMI-8226 105.1, MOLT-4 92.8, CCRF-CEM 108.0, A549/ATCC 101.9, M14 103.1, HOP-62 105.9, EKVX 87.0 and HOP-92 87.4.
For CC(=O)c1nn(-c2ccc([N+](=O)[O-])cc2)cc1C(=O)c1cc2c(ccc3ccccc32)oc1=O the results were RPMI-8226 84.2, MOLT-4 74.5, CCRF-CEM 87.9, A549/ATCC 94.8, M14 98.2, EKVX 93.6 and HOP-92 80.6.
C=C1c2c(C)nn(-c3ccc(N)cc3)c2N(C)C23CC1C1(C)c4c(C)nn(-c5ccc(N)cc5)c4N(C)C(C)(CC12)C3 (configuration not stated) was read as RPMI-8226 40.9, CCRF-CEM 47.8, A549/ATCC 50.1, M14 61.6, HOP-62 88.3, EKVX 52.3 and HOP-92 90.2.
CCOC(=O)C1=C(C)N(c2ccc(OC)cc2)C2(O)C=CC(O)=C(C#N)C12C#N (configuration not stated) was read as RPMI-8226 103.5, MOLT-4 90.2, CCRF-CEM 87.2, A549/ATCC 111.9, M14 118.4, HOP-62 103.7, EKVX 104.7 and HOP-92 103.1.
For CN1CCN(CC#CCNC(=O)[C@]23CCC(C)(C)C[C@H]2C2=CC[C@@H]4[C@@]5(C)Cc6c([nH]c7ccccc67)C(C)(C)[C@@H]5CC[C@@]4(C)[C@]2(C)CC3)CC1 the results were RPMI-8226 53.2, MOLT-4 31.2, CCRF-CEM 48.8, A549/ATCC 52.8, M14 51.5, HOP-62 91.9, EKVX 83.3 and HOP-92 52.7.
For O=C(Nc1ccc(OCc2nnc(-c3ccc(Cl)cc3)o2)c(F)c1)c1ccc(Cl)c(C(F)(F)F)c1 the results were RPMI-8226 27.6, MOLT-4 44.2, CCRF-CEM 50.9, A549/ATCC 38.1, M14 51.6 and HOP-62 67.8.
NNc1cccc2ccccc12 was read as MOLT-4 67.8, CCRF-CEM 85.3, A549/ATCC 103.9, M14 101.0, HOP-62 89.5, EKVX 80.3 and HOP-92 87.8.
`OCCN1CCC(CCCC2CCNCC2)CC1` gave RPMI-8226 103.6, MOLT-4 99.9, CCRF-CEM 98.5, A549/ATCC 101.7, M14 116.0, HOP-62 98.2 and HOP-92 103.0.
For Nc1ccc(N2C(=O)NC(=O)C(=O)C2=O)cc1 the results were RPMI-8226 102.1, MOLT-4 99.0, CCRF-CEM 100.5, A549/ATCC 101.9, M14 115.5, HOP-62 99.0 and HOP-92 72.9.
CCNCCCn1c2c(c3cc(OC)c(OC)cc3c1=O)C(=O)c1cc(OC)cnc1-2 was read as RPMI-8226 -34.9*, CCRF-CEM 8.9*, A549/ATCC 34.4, M14 13.9, HOP-62 -12.2*, EKVX 43.3 and HOP-92 31.1.
Screening COc1cc(C2C=C(C)N=C3SC(C)=CN32)cc(OC)c1OC (configuration not stated) returned RPMI-8226 102.9, MOLT-4 90.8, CCRF-CEM 96.1, A549/ATCC 97.7, M14 108.4, HOP-62 99.0 and HOP-92 100.4.
For CCCCCOC(=O)C(CCCCC)C(=O)CCCCC (configuration not stated) the results were RPMI-8226 88.5, MOLT-4 103.0, CCRF-CEM 90.0, A549/ATCC 100.8, M14 101.3, HOP-62 102.4, EKVX 117.7 and HOP-92 56.0.
O=C(O)c1ccc(-n2cc(CNc3ccccc3)c(-c3ccc(C(F)(F)F)cc3)n2)cc1 was read as RPMI-8226 87.4, MOLT-4 81.4, CCRF-CEM 88.7, A549/ATCC 81.3, M14 92.7, HOP-62 82.1, EKVX 77.9 and HOP-92 79.4.
For CS(=O)(=O)Nc1cncc(-c2ccc3ncnc(Nc4ccc(Oc5ccncc5)cc4)c3c2)c1 the results were RPMI-8226 81.5, MOLT-4 75.5, CCRF-CEM 62.5, A549/ATCC 81.6, M14 75.3, HOP-62 69.8, EKVX 87.0 and HOP-92 15.6.
For CC1(C)COC1(c1ccccc1)c1cccnc1 (configuration not stated) the results were RPMI-8226 98.3, MOLT-4 97.6, A549/ATCC 98.3 and M14 106.4.
Nc1ncnc2c1N=C(c1ccc(F)cc1)CC(c1cccc(Nc3ccnc4cc(C(F)(F)F)ccc34)c1)N2 (configuration not stated) was read as RPMI-8226 27.5, MOLT-4 35.1, CCRF-CEM 53.7, A549/ATCC 62.4, M14 68.7, HOP-62 70.4, EKVX 53.0 and HOP-92 42.9.
Screening CCCCCC(=O)c1ccc(OCCCN2CCN(C(=O)OCC)CC2)cc1 returned RPMI-8226 48.6, MOLT-4 78.6, CCRF-CEM 21.1, A549/ATCC 94.8, M14 103.0, HOP-62 107.6 and EKVX 83.4.
COc1ccc(C2C=C(c3ccc(Cl)cc3)N=C3SC=CN32)cc1OC (configuration not stated) was read as RPMI-8226 94.3, MOLT-4 110.1, CCRF-CEM 83.5, A549/ATCC 102.7, M14 105.9, HOP-62 102.9 and HOP-92 79.4.

Compounds from the list above containing four or more nitrogen atoms, in the order listed:
`CS(=O)(=O)c1ccc(-c2nc3ccccn3c2-c2nc3ccc(Cl)cc3[nH]2)cc1` gave RPMI-8226 86.1, MOLT-4 80.3, CCRF-CEM 98.3, A549/ATCC 95.9, M14 92.8, HOP-62 91.0, EKVX 87.6 and HOP-92 88.7.
For CN(C)CCCOc1ccccc1NC1=C(Cl)C(=O)C(Nc2ccccc2OCCCN(C)C)=C(Cl)C1=O the results were RPMI-8226 -40.3*, MOLT-4 -33.8*, CCRF-CEM -16.5*, A549/ATCC -55.6*, M14 -68.8*, HOP-62 -96.9*, EKVX -82.0* and HOP-92 -57.1*.
C=C1c2c(C)nn(-c3ccc(N)cc3)c2N(C)C23CC1C1(C)c4c(C)nn(-c5ccc(N)cc5)c4N(C)C(C)(CC12)C3 (configuration not stated) was read as RPMI-8226 40.9, CCRF-CEM 47.8, A549/ATCC 50.1, M14 61.6, HOP-62 88.3, EKVX 52.3 and HOP-92 90.2.
For CN1CCN(CC#CCNC(=O)[C@]23CCC(C)(C)C[C@H]2C2=CC[C@@H]4[C@@]5(C)Cc6c([nH]c7ccccc67)C(C)(C)[C@@H]5CC[C@@]4(C)[C@]2(C)CC3)CC1 the results were RPMI-8226 53.2, MOLT-4 31.2, CCRF-CEM 48.8, A549/ATCC 52.8, M14 51.5, HOP-62 91.9, EKVX 83.3 and HOP-92 52.7.
For CS(=O)(=O)Nc1cncc(-c2ccc3ncnc(Nc4ccc(Oc5ccncc5)cc4)c3c2)c1 the results were RPMI-8226 81.5, MOLT-4 75.5, CCRF-CEM 62.5, A549/ATCC 81.6, M14 75.3, HOP-62 69.8, EKVX 87.0 and HOP-92 15.6.
Nc1ncnc2c1N=C(c1ccc(F)cc1)CC(c1cccc(Nc3ccnc4cc(C(F)(F)F)ccc34)c1)N2 (configuration not stated) was read as RPMI-8226 27.5, MOLT-4 35.1, CCRF-CEM 53.7, A549/ATCC 62.4, M14 68.7, HOP-62 70.4, EKVX 53.0 and HOP-92 42.9.
